# PGE2 EP2 inh = blocks the human prostaglandin E2 receptor EP2; C6 glioma cells expressing human EP2, cAMP TR-FRET; cells stimulated with saturating PGE2; inhibition, % at 25 µM; hit rate 0.52% among 260,000; P43116;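 active = percent inhibition above 40 after rounding to a whole number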;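 note: rat C6 glioma host cells with rolipram phosphodiesterase inhibitor present; the protocol text gives 20 µM as final concentration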
# Target sequence (P43116 whole entry, looked up): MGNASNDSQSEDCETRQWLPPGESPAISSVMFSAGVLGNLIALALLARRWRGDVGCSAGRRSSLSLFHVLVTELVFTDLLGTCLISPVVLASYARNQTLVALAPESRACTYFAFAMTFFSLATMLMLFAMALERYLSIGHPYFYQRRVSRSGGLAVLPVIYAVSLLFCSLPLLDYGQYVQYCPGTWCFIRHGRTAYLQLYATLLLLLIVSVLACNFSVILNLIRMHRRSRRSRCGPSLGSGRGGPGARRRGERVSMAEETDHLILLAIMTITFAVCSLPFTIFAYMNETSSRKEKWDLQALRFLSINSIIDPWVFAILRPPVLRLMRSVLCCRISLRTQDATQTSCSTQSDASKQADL
# NPY Y1 blocker = antagonists of human neuropeptide Y receptor Y1; HEK293-CNG Y1 cells, membrane potential fluorescence; NPY at EC95, then isoproterenol; inhibition, % at 3.6 µM; P25929; hit rate 1% among 200,000;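 active = inhibition above the campaign mean inhibition of all tested compounds plus 3 SD, cut at about 20% in these data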;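 note: 0% = DMSO wells given NPY plus isoproterenol and 100% = isoproterenol alone without NPY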
# Target sequence (P25929 whole entry, looked up): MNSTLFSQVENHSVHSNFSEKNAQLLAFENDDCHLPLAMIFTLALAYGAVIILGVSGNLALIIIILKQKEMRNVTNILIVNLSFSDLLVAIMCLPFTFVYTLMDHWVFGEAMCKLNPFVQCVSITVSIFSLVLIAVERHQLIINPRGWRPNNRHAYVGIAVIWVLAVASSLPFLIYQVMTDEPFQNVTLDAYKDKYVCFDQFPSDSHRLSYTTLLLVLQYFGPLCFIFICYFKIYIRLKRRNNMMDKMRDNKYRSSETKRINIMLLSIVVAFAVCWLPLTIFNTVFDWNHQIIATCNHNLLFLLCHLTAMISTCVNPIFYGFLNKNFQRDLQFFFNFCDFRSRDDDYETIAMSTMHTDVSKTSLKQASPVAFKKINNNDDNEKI
#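 System: HEK293 cells with Y1 receptor plus CNG channel / Probe or stimulus: NPY 25 nM then isoproterenol 1 µM plus Ro 20-1724 25 µM / Compound: one concentration, 3.6 µM, in 0.4% DMSO / Schedule: compound incubation 1 h at room temperature, readout 45 min post-stimulation / Measured by: membrane potential fluorescence / Read-out: % inhibition of NPY effect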
# EP2 modulator = modulates human prostaglandin E2 receptor EP2 signaling; P43116; EP2-expressing cells, cAMP HTRF FRET, PGE2 co-stimulation; induction, % at 25 µM; hit rate 0.83% among 260,000; AID 940;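 active = compounds whose cAMP rise, as percent of the full-agonist control response, exceeds 60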;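 note: rat C6 glioma line stably carrying human EP2 under a CMV promoter; the protocol text gives 20 µM as final concentration; 100% = response of wells given 1 µM PGE2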
# TRPML3 ag = agonists of human TRPML3 channel. Q8TDD5. HEK293 TRPML3-YFP, Fluo-8 calcium fluorescence; 100% = the carbachol control signal. activation, % at 3 µM. hit rate 0.29% among 220,000. AID 1448;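 active = activation above its plate's cutoff, the mean activation of the plate's test wells plus 3 SD, cut at about 12% in these data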;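 note: 0% = DMSO only wells and 100% = carbachol wells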
#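 Test system: HEK293 cells stably carrying human TRPML3-YFP; Doses: single dose, 3 µM final nominal compound, 0.3% DMSO final; Schedule: dye loading 1 h 37 °C then 30 min ambient, 125 s read; Technique: Fluo-8 calcium fluorescence; Benchmarks: high control carbachol 87 µM, low control DMSO.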
# 14-3-3 Bad inh = disrupts binding of bovine 14-3-3 zeta to phospho-Bad peptide | AID 781 | inhibition, % at 21.7 µM | P63103 | hit rate 0.71% among 220,000 | TR-FRET 14-3-3zeta/Dy647-pBad peptide displacement, 1 h;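 active = inhibition above about 70%, limit read from the data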;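 note: 0% = full 14-3-3 plus peptide FRET controls and 100% = background without 14-3-3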
# Target sequence (P63103 whole entry, looked up): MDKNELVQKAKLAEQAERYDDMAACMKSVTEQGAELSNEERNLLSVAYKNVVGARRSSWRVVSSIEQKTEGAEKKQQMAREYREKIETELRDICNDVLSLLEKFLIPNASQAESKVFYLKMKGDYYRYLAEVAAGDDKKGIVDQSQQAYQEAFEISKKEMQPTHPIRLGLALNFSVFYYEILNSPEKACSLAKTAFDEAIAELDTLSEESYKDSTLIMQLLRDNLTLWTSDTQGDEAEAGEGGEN
# CHOP inhibitor = CHOP inhibition in unfolded protein response; CHO-K1 CHOP-promoter luciferase, tunicamycin-induced, 15-18 h; inhibition, % at 10 µM; hit rate 3.8% among 220,000; AID 2732;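 active = compounds that reduced the stress-induced luciferase reporter signal by more than about 70% of percent inhibition, limit read from the data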;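 note: 0% = tunicamycin plus vehicle and 100% = wells without tunicamycin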
# PPC-1+TRAIL kill = compounds killing PPC-1 cancer cells with TRAIL present (potentiator screen, no TRAIL-free arm) | PPC-1 cells + TRAIL, ATPLite viability luminescence | cell killing (% activity), % at 4 µM | hit rate 0.41% among 220,000;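 active = cell killing above 50% in the first pass at 4 µM, then a duplicate retest at 5 µM averaging 50% or more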;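 note: plate controls were cells with TRAIL plus DMSO for no effect and medium-only wells lacking cells for full effect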
# TRPN1 ag = activates the zebrafish TRPN1 channel. HEK293 zebrafish TRPN1-YFP, Fluo-8 calcium fluorescence; 100% = response to 87 µM carbachol. activation, % at 3 µM. hit rate 0.18% among 220,000;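 active = activation above its plate's cutoff, the mean activation of test wells on that plate plus 3 SD, cut at about 19% in these data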;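 note: 0% = DMSO alone and 100% = 87 µM carbachol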
#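 Material: zebrafish TRPN1-YFP in HEK293 cells. Doses: one dose of 3 µM, 0.3% DMSO. Incubation: dye 1 h 37 °C plus 30 min RT. Measured by: intracellular calcium fluorescence with Fluo-8.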
# NPY1 pot ag = potentiates or activates human NPY-Y1 receptor. hit rate 0.37% among 220,000. NPY-Y1 expressing cells, potentiator/agonist activation. AID 1304. P25929. activation, % at 3.6 µM; in the data active = activation above about 33%, passing the limit was not always enough;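 note: cells stimulated with NPY at EC10 then isoproterenol at EC100; 0% = low agonist plus stimulus and 100% = saturating agonist plus stimulus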
# * = called active by the depositor; / = no result given; & = joins results of further samples; [ ] = another dose, or the depositor's remark.
SMILES,PGE2 EP2 inh,NPY Y1 blocker,EP2 modulator,TRPML3 ag,14-3-3 Bad inh,CHOP inhibitor,PPC-1+TRAIL kill,TRPN1 ag,NPY1 pot ag
Nc1nc(SCC(=O)Nc2ccccc2)[nH]c(=O)c1-c1ccccc1,4,4,-5,0.8,1,16,6,-0.1,-3
COc1ccc(-c2csc3nc(C(C)(C)C)oc(=O)c23)cc1OC,5,5,24,0.3,-15,53,35,1.1,2
C/C(=N\OC(=O)c1c(-c2ccccc2Cl)noc1C)c1nccs1,3,1,-13,0.0,2,31,6,0.3,6
CCCOc1ccc2c3c(c(=O)oc2c1OCCC)CCC3,13,21*,34,-1.5,0,13,-11,-2.9,-18
O=C1CC(Cc2ccccc2)C(=O)N1Cc1ccco1 (configuration not stated),7,-6,16,0.2,-4,4,4,0.8,-6
Cc1ccc(S(C)(=O)=NC(=O)c2cc(C)on2)cc1 (configuration not stated),5,/,11,0.6,-2,2,13,1.7,-5
N#Cc1c(N)nc2c(c1-c1cccnc1)CCCCC2,13,2,-5,1.0,-7,-18,0,0.0,-14
CC(=O)N1CCN(S(=O)(=O)c2cccc(C(=O)NC3CCCc4ccccc43)c2)CC1 (configuration not stated),4,-1,-12,0.1,25[fluorescence artefact?],-14,-9,0.2,-10
CCOc1ncnc2c1sc1nc(C)cc(C)c12,3,/,28,0.0,0,42,5,1.0,-30
Cc1cc(C)nc(/N=C(\N)Nc2ccccc2-c2ccccc2)n1,4,14,-23,0.8,-3,8,23,0.8,-4
O=C(CC(c1ccccc1)c1ccccc1O)NCc1ccccc1 (configuration not stated),9,7,3,-1.0,-8,13,-23,-2.6,11
O=C(C1COc2ccccc2O1)N1CCN(Cc2ccc3c(c2)OCO3)CC1 (configuration not stated),17,-4,-15,2.4,-8[fluorescence artefact?],40,16,5.8,2
CC(=O)NC(Cc1c[nH]c2ccccc12)C(=O)OCC(=O)N1CCCCCC1 (configuration not stated),6,7,-41,0.3,-1,-6,-2,-1.4,1
O=C(COc1ccccc1)NCC(=O)Nc1cccc2ccccc12,3,-4,2,0.4,1[fluorescence artefact?],34,10,0.3,8
O=C(Nc1ccccc1F)N1CCCC1c1cccnc1 (configuration not stated),6,/,-1,-0.2,4,29,-2,-0.1,-2
CCC(=O)OCC(=O)Nc1cc([N+](=O)[O-])ccc1Cl,9,2,28,-0.4,-8,15,-4,0.4,10
COc1ccc2nc(NC(=O)C3CCCN3S(=O)(=O)c3ccc(C)cc3)sc2c1 (configuration not stated),6,-6,-60,-1.0,-5,42,28,-0.5,10
CCOc1ccc(-n2c(C)cc(C(=O)NS(=O)(=O)c3ccc(C)cc3)c2C)cc1,2,1,38,0.7,-10[fluorescence artefact?],19,-4,2.7,8
O=C(COC(=O)Cc1ccsc1)Nc1ccc(Cl)c(S(=O)(=O)N2CCOCC2)c1,7,-2,-20,3.3,0[fluorescence artefact?],-1,16,6.5,13
O=C(O)C1CC(=O)N(c2ccc(F)cc2)C1 (configuration not stated),9,-1,3,0.2,4[fluorescence artefact?],27,18,-0.4,-18
CC1(C)CC(=O)C/C(=N\NC(=S)NCc2ccccc2)C1,8,-3,-5,0.2,-19,-8,10,-4.2,-1
N#CC1=C2N=C(N)c3ccccc3N2C2=C(C(=O)CCC2)C1c1ccc(Cl)cc1 (configuration not stated),8,-4,36,0.1,-12,-17,4,0.2,8
CC1C(=NO)C(C)C(c2ccc(N(C)C)cc2)NC1c1ccc(N(C)C)cc1 (configuration not stated),/,9,11,-0.2,-2,55,15,-0.8,-10
CCOC(=O)CCCNC(=O)CCNC(=O)c1ccc(OCC)cc1,14,0,27,-0.2,0,-4,11,0.7,-12
Cc1noc(C)c1COc1cccc(C(=O)NCc2ccccc2Cl)c1,14,-1,-15,-0.1,5[fluorescence artefact?],0,-5,0.8,11

# Some of these compounds in order of molar mass, descending:
SMILES,PGE2 EP2 inh,NPY Y1 blocker,EP2 modulator,TRPML3 ag,14-3-3 Bad inh,CHOP inhibitor,PPC-1+TRAIL kill,TRPN1 ag,NPY1 pot ag
N#CC1=C2N=C(N)c3ccccc3N2C2=C(C(=O)CCC2)C1c1ccc(Cl)cc1 (configuration not stated),8,-4,36,0.1,-12,-17,4,0.2,8
CC(=O)NC(Cc1c[nH]c2ccccc12)C(=O)OCC(=O)N1CCCCCC1 (configuration not stated),6,7,-41,0.3,-1,-6,-2,-1.4,1
CCOC(=O)CCCNC(=O)CCNC(=O)c1ccc(OCC)cc1,14,0,27,-0.2,0,-4,11,0.7,-12
O=C(COc1ccccc1)NCC(=O)Nc1cccc2ccccc12,3,-4,2,0.4,1[fluorescence artefact?],34,10,0.3,8
CC1(C)CC(=O)C/C(=N\NC(=S)NCc2ccccc2)C1,8,-3,-5,0.2,-19,-8,10,-4.2,-1
CCC(=O)OCC(=O)Nc1cc([N+](=O)[O-])ccc1Cl,9,2,28,-0.4,-8,15,-4,0.4,10
O=C(Nc1ccccc1F)N1CCCC1c1cccnc1 (configuration not stated),6,/,-1,-0.2,4,29,-2,-0.1,-2
Cc1ccc(S(C)(=O)=NC(=O)c2cc(C)on2)cc1 (configuration not stated),5,/,11,0.6,-2,2,13,1.7,-5
CCOc1ncnc2c1sc1nc(C)cc(C)c12,3,/,28,0.0,0,42,5,1.0,-30

# Carrying on:
SMILES,PGE2 EP2 inh,NPY Y1 blocker,EP2 modulator,TRPML3 ag,14-3-3 Bad inh,CHOP inhibitor,PPC-1+TRAIL kill,TRPN1 ag,NPY1 pot ag
CCOc1ccc(OCC(O)CNC2CCN(Cc3ccccc3)CC2)cc1 (configuration not stated),8,30*,10,1.7,2,-30,16,2.3,-82
COc1cccc(C(=O)OCC(=O)NCCc2ccccc2)c1OC,6,2,-66,-0.2,3,-19,-1,0.0,10
COc1ccc2c(=O)cc(-c3ccccc3F)oc2c1,6,/,11,0.5,1,8,-2,-1.5,-28
CCC(=O)Nc1cc(C(F)(F)F)ccc1N1CCCC1,11&8,2,24&29,1.0,-24,30,2,0.9,11
COc1ccc(-n2cc(-c3ccccc3)c3c(=O)[nH]cnc32)cc1,11,5,-27,0.5,-8,11,15,-3.1,13
Cc1ccc2nc(Cl)c(/C=C/C(=O)c3ccco3)cc2c1,8,/,-38,0.4,9,-37,6,-1.1,3
Cc1ccc(Cl)cc1N1CCN(S(=O)(=O)c2ccc3c(c2)oc(=O)n3C)CC1,3,1,-41,-0.7,4,25,8,-0.4,-25
Cn1c(N)c(C(=O)COC(=O)c2cc(C(F)(F)F)nc3ccccc23)c(=O)n(C)c1=O,/,5,10,0.7,-5[fluorescence artefact?],22,13,0.0,-21
COC(=O)C(CC(=O)O)NCc1ccco1 (configuration not stated),6,/,8,1.5,3,8,-20,1.4,18
CCOC(=O)N1CCN(C2CC(=O)N(c3ccccc3)C2=O)CC1 (configuration not stated),12,-1,6,1.0,-7[fluorescence artefact?],-17,12,0.0,6
Cc1ccc(N(C(=O)Cc2cccs2)C(C(=O)NCC2CCCO2)c2ccncc2)cc1 (configuration not stated),11,4,-30,0.8,-1,-22,14,0.8,3
O=C(NN1CCOCC1)c1cc(-c2ccncc2)nc2ccccc12,2,1,19,1.0,-3,23,6,0.2,9
Cc1ccc(NC(=O)c2ccc3c(c2)C(=O)N(CC2CCCO2)C3=O)cc1C (configuration not stated),6,-2,-13,1.5,-16,-23,32,9.8,1
O=C(c1ccc(OC2CCN(Cc3ccccn3)CC2)cc1)N1CCCCO1,3,-3,15,1.8,-5,4,-7,0.7,0
O=c1c(Br)c(Br)cnn1-c1ccccc1,30,-3,47,-0.2,-7,106*,33,-1.1,26
CC(=O)N1CCCc2cc(S(=O)(=O)N(CC(C)C)CC(C)C)ccc21,9,4,23,-0.4,5,54,26,0.7,11
CC(=O)c1cc(-c2ccccc2)n(CC(=O)N2CCCCC2)c1C,4,5,14,0.0,6,20,-29,-0.4,9
O=C(CN1CC(=O)Nc2ccccc21)Nc1ccc(F)c(F)c1,8,-2,1,1.5,-11,0,8,1.4,-2
Cc1nc(Cl)c(C#N)c2c1CCCC2,10,/,16,0.5,5,18,4,1.2,5
CCOc1ccccc1N(CC(=O)NCCOC)C(=O)CCC(=O)Nc1ccccn1,11,-3,16,0.4,-5,-11,14,1.4,14
COc1ccc(C2=C(Nc3ccccc3)c3ccccc3C2=O)cc1,8,1,-12,-0.1,-13[fluorescence artefact?],8,16,-1.6,4
N#Cc1c(NC(=O)CCCC(=O)O)sc2c1CCCCC2,12,3,16,0.6,3,35,0,-0.9,6
CSc1nnnn1-c1cccc(O)c1,14,0,-4,1.1,2,41,20,-0.1,1
Cc1ccccc1CS(=O)(=O)Cc1ccc(C(=O)NCCCN2CCCC2=O)o1,/,-5,-1,0.1,1[fluorescence artefact?],73*,-5,1.8,5
c1ccc(-n2cnc3cc(NCc4ccncc4)ccc32)cc1,5,4,-22,0.5,-19,21,15,1.1,5

# (listing goes on)
SMILES,PGE2 EP2 inh,NPY Y1 blocker,EP2 modulator,TRPML3 ag,14-3-3 Bad inh,CHOP inhibitor,PPC-1+TRAIL kill,TRPN1 ag,NPY1 pot ag
CC(=O)N1CCN(c2ccc([N+](=O)[O-])cc2)CC1,7,-7,-30,1.4,-1,9,22,0.1,6
CCCNC(=O)CSc1nnc(-c2ccccc2Br)n1-c1cccc(C(F)(F)F)c1,9,-4,7,0.0,13[fluorescence artefact?],8,10,-1.3,4
O=C1CC(N2CCN(C/C=C/c3ccccc3)CC2)C(=O)N1CCc1ccccc1 (configuration not stated),5,-4,-16,2.1,-7,19,4,3.3,-7
Cc1cc(C)cc(OCC(O)CN2C(=O)NC(C)(C)C2=O)c1 (configuration not stated),17&11,2,-3&1,0.7,3,2,30,0.5,-8
Cc1cc(NC(=O)CSc2ncnc3ccccc23)no1,16,1,19,0.3,3,19,10,-0.2,-1
CCCNC(=O)C1CC(c2ccc(C(F)(F)F)cc2)=NO1 (configuration not stated),23,/,-7,/,-5,29,35,/,/
c1ccc(Nc2nc3ccccc3n3cnnc23)cc1,11,1,-6,1.2,1,10,4,-1.5,18
CN(C)CCNC(=O)c1cc2cc(Br)ccc2oc1=O,8,2,16,1.1,16,6,0,-1.0,-11

# These rows are one share of the data; rates above refer to the full screens.
